LmPK inh: LmPK (Leishmania mexicana) enzyme inhibition. Potency, µM (top dose mostly 57.5 µM), for the others: at the highest dose activity change, negative = inhibition, actives largely listed as inhibitors. 0.37% of 290,000 active. purified LmPK, Kinase-Glo ATP luminescence, 1 h. Q27686; further: potency means the concentration at half of the fitted maximal effect
Target sequence (Q27686 whole entry, looked up): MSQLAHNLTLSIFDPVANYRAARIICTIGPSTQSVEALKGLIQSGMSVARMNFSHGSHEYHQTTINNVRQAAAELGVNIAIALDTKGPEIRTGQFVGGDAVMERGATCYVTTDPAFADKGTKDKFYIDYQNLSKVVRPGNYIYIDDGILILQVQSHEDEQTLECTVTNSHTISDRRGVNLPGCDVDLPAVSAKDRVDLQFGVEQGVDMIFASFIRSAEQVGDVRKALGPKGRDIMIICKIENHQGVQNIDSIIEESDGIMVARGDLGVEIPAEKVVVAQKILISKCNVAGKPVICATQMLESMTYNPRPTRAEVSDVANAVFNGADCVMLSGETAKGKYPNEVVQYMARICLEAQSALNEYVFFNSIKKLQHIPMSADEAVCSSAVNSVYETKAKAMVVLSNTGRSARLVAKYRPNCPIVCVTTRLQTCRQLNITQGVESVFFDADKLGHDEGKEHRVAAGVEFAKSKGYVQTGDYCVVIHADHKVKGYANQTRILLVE
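Pyruvate kinase activity monitored as ATP production (luciferase luminescence). Conditions: 0.1 nM enzyme, 0.5 mM PEP, 0.1 mM ADP, 1 h, RT; normalized against uninhibited and no-enzyme wells.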
Tb PYK inh: inhibitors of Trypanosoma brucei pyruvate kinase; 0.12% of 410,000 active; AID 624173; Q57TT1; Potency, µM (doses to about 76.8 µM), for the others: at the highest dose activity, negative = inhibition, hits mostly inhibitors; TbPYK enzyme, Kinase-Glo Plus ATP luminescence, 45 min; further: potency means the concentration at half of the fitted maximal effect; nearly all actives have a fitted effect of over 50% in size
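Luminescent Kinase-Glo Plus end-point after 45 min room-temperature reaction of T. brucei pyruvate kinase started with 130 uM ADP (final). Buffer TEA 50 mM pH 7.2 with KCl, MgCl2, BSA, Tween-20; titration-based qHTS with fitted concentration-effect curves.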
AmpC inh no detg: blocks E. coli AmpC beta-lactamase in detergent-free assay; P00811; AmpC nitrocefin hydrolysis, absorbance 480 nm, 0.0001% Triton; Potency, µM (titrated, usually from 57.1 µM), inactives show top-dose activity change, negative = inhibition, actives largely listed as inhibitors; 0.52% of 330,000 active;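 further: potency means the concentration at half of the fitted maximal effect; plate controls were no compound for no effect and no enzyme for full effect; nearly all actives have a fitted effect of over 20% in size; some results filed as inactive show a strong effect at the top dose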
Target sequence (P00811 whole entry, looked up): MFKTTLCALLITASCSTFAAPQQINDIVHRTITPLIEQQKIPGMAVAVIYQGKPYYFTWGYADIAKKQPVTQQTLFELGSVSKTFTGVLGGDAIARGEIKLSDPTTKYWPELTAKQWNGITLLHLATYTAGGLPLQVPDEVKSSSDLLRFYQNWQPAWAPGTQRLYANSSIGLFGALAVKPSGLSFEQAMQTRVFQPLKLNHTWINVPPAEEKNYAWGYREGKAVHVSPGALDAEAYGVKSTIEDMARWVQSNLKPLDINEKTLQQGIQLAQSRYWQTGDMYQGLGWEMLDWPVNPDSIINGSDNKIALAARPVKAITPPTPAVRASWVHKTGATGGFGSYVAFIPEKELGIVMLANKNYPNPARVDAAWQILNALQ
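20 mM phosphate pH 7.0 + 0.01% (detergent screen) or 0.0001% Triton X-100; 5.3 nM AmpC reagent; cpd preinc 15 min RT; nitrocefin (800 uM stock) to start; A480 q20 s × 4 min; Activity was normalised to no-enzyme and no-compound control wells.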
HCMV antiviral: inhibitors of human cytomegalovirus. HFF cells, HCMV-luciferase reporter, 72 h; stronger effect = lower value. activity change, negative = inhibition, % at 57.5 µM. 4.5% of 410,000 active; in the data active means activity change below about -60%; inconclusive means no clear call, values can overlap the other calls; inactive means above about -39%
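Two compound doses tested in HFFs infected with HCMV-luciferase, MOI 1 PFU/cell, 72 h at 37C. Lysate luminescence read with OneGlo; data normalized against buffer-only and 10uM Salinomycin inhibitor controls.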
AMA1 RON2 block: AMA1-RON2 (P. falciparum) interaction inhibition | AID 720542 | Potency, µM (titrated, usually from 58.2 µM), for the others: top-dose activity change, negative = inhibition, usual class: inhibitors | AlphaScreen AMA1-biotinylated RON2 peptide binding | 0.2% of 360,000 active;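 further: potency means the concentration at half of the fitted maximal effect; 0% = vehicle wells and -100% = peptide control; nearly all actives have a fitted effect of over 45% in size; some results filed as inactive show a strong effect at the top dose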
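AMA1 (3D7) with his tag at 25 nM final met compounds first, then biotinylated RON2 peptide at 25 nM; detection used donor plus acceptor beads, 10 µg/mL apiece, read by AlphaScreen after 30 min at room temperature.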
AmpC inh detg: inhibitors of E. coli AmpC beta-lactamase with detergent. P00811. AmpC hydrolysis of nitrocefin, absorbance 480 nm, 0.01% Triton. Potency, µM (top dose mostly 114 µM), without a hit: at the top dose activity change, negative = inhibition, usual class: inhibitors. 0.041% of 370,000 active;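 further: potency means the concentration at half of the fitted maximal effect; 0% = no-compound wells and -100% = no-enzyme wells; nearly all actives have a fitted effect of over 25% in size; some results filed as inactive show a strong effect at the top dose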
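AmpC (5.3 nM in the dispensed reagent) in 20 mM phosphate pH 7.0 with 0.01% (detergent screen) or 0.0001% Triton X-100 was preincubated with compounds for 15 min at room temperature. Nitrocefin was then added from an 800 uM solution, and hydrolysis was followed at 480 nm.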
HCV inhibitor: blocks hepatitis C virus. Huh7.5.1 HCVcc-Cre infection, luciferase reporter, 44 h. Potency, µM (highest dose often 41.8 µM), for the others: top-dose activity change, negative = inhibition, actives largely listed as inhibitors. 3.4% of 340,000 active. AID 651820; further: potency means the concentration at half of the fitted maximal effect
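Infectious HCV cell culture screen: compound-treated cells (1,000/well, pre-plated 4 h) are infected with HCVcc-Cre at roughly 0.5 moi and grown 44 h. Infection is quantified by luciferase signal after 15 min substrate incubation at room temperature.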
Active calls of the source: *; ? = inconclusive; / = no result given; & = joins results of further samples; [ ] = another dose, or the depositor's remark. Unless noted, the call rests on the fitted dose curve; in most records, active means well fitted curve in the direction sought with a large enough effect; inconclusive means small, poorly fitted or top-dose-only effect, or another doubt; inactive means no such curve, though single readings can be large; an effect the other way counts as inactive or inconclusive. Unless noted, on the % scale 0 is the no-effect control and ±100 the full control effect.

The first two records as a preview:
SMILES	LmPK inh	Tb PYK inh	AmpC inh no detg	HCMV antiviral	AMA1 RON2 block	AmpC inh detg	HCV inhibitor
Nc1ccc2c(c1)N1CCN=C1S2	-1%	-17%	-1%	-35	?	?	4%
C[C@@H]1C=C(C(=O)NCc2ccccc2)O[C@H](OCc2ccc(CO)cc2)C1	-1%	1%	-2%	-3	21%	-4%	3%

The list itself (from the top)
SMILES	LmPK inh	Tb PYK inh	AmpC inh no detg	HCMV antiviral	AMA1 RON2 block	AmpC inh detg	HCV inhibitor
Nc1ccc2c(c1)N1CCN=C1S2	-1%	-17%	-1%	-35	?	?	4%
C[C@@H]1C=C(C(=O)NCc2ccccc2)O[C@H](OCc2ccc(CO)cc2)C1	-1%	1%	-2%	-3	21%	-4%	3%
CC(=O)c1ccc(NC(=O)c2nn(C)c3c2COc2ccccc2-3)cc1	/	1%	/	-27	/	0%	/
OCCNCCOc1ccccc1-c1ccccc1	12%	4%	0%	53	?	1%	-5%
COc1ccccc1OCCOCCOc1ccc(C)cc1[N+](=O)[O-]	-1%	-7%	26%	6	1%	-7%	-21%
CN1CCCC(C(O)(c2ccccc2)c2ccccc2)C1 (stereo unspecified)	-2%	-5%	2%	-7	-5%	-1%	-22%
COc1ccc2c(c1)c(/C=N/Nc1nc3ccccc3[nH]1)c(C)n2C	2%	?	-14%	-101*	-2%	-4%	?
Cc1cc(C)c(O)c(-c2n[nH]c3c2C(c2cccc(O)c2)N(Cc2ccco2)C3=O)c1 (stereo unspecified)	-5%	-11%	-23%	-28	92%[activator]	2%	11µM*
C/C(=N\O)C1CC(CC(=O)O)C1(C)C (stereo unspecified)	-1%	5%	-14%	20	-2%	-6%	1%
Cc1ccc(S(=O)(=O)NN2C(=O)/C(=C/c3cccnc3)SC2=S)cc1	1%	-21%	-28%	12	4%	4%	-1%
O=S(=O)(c1cccc(-c2cn3ccccc3n2)c1)N1CCCCC1	-2%	1%	-9%	-22	4%	6%	?
CCOc1ccccc1C1C(C(N)=O)=C(C)Nc2nc(CCCO)nn21 (stereo unspecified)	4%	1%	-13%	24	-1%	-18%	20%
Cc1ccc(Cn2ccc(NC(=O)c3nn(C)cc3Cl)n2)cc1	-5%	0%	16%	3	7%	-2%	11%
Cc1ccc(-c2cc(C(F)(F)F)c(C#N)c(SCC(=O)Nc3ccccc3)n2)cc1	/	-1%	/	2	/	-9%	/
O=C(Nc1nc2ccccc2s1)C1CCN(C(=O)c2ccco2)CC1	0%	-4%	3%	-5	4%	1%	-9%
Cc1nc(-c2ccc3c(c2)OCCO3)cs1	-27%	-8%	8%	-5	-11%	-4%	5%
CS(=O)(=O)N1CCN(C(=N)N[N+](=O)[O-])CC1	-4%	-24%	-7%	-16	7%	4%	1%
O=C(c1ccco1)N1CCN(c2cccc(Cl)c2)CC1	3%	-11%	3%	-9	-1%	4%	-12%
COc1ccc(NC(=O)c2cc(CC(C)C)on2)cc1OC	-1%	2%	8%	48	-4%	?	-29%
CC1CCC2(CC1)NC(=O)N(CC(=O)c1ccc3c(c1)OCO3)C2=O (stereo unspecified)	/	6%	/	44	-1%	/	4%
COc1ccc(-c2cncc3nccn23)cc1OC	/	1%	/	-2	-10%	/	/
Cc1ccc(-c2nc(CS(=O)CC(=O)NCCCN3CCN(Cc4ccccc4)CC3)c(C)o2)cc1 (stereo unspecified)	8%	1%	175%[activator]	-75*	-5%	3%	10µM*
O=C(CSc1nccn1Cc1ccc(Cl)cc1)NC1CCCC1	/	-10%	/	-63*	/	-8%	/
Cn1cccc1Cc1nnc(SCC(=O)NCc2ccccc2)n1-c1ccc(F)cc1	1%	-11%	63%[activator]	3	5%	?	3%
COc1ccc(C2OCC3(O)C(c4ccc(OC)c(OC)c4)OCC23)cc1OC (stereo unspecified)	8%	6%	4%	15	-3%	2%	6%

Continuation.
SMILES	LmPK inh	Tb PYK inh	AmpC inh no detg	HCMV antiviral	AMA1 RON2 block	AmpC inh detg	HCV inhibitor
Cc1cc(C)c(C)c(S(=O)(=O)N2CCN(C(=S)NCC3CCCO3)CC2)c1C (stereo unspecified)	1%	1%	141%[activator]	30	-1%	-15%	?
COc1cc(/C(=C/c2ccccc2)c2ccccc2)c2c(c1)oc1ccccc12	-9%	3%	-31%	15	-3%	-16%	7%
Cc1[nH]c2ccc(-c3nnc(SCC(=O)NCc4ccco4)n3Cc3ccccc3)cc2c1C	7%	-13%	15%	57	-27%	?	?
O=C(CO/N=C/c1ccc(OC(F)F)cc1)NCc1ccco1	4%	7%	-2%	0	9%	-2%	-10%
CCc1ccc(N(CC(=O)Nc2ccc(NC(C)=O)cc2)S(=O)(=O)c2ccccc2)cc1	-3%	1%	-8%	-61*	15%	-6%	-21%
Cn1c(NCCCN2CCOCC2)nc2c1c(=O)n(Cc1ccc(Cl)c(Cl)c1)c(=O)n2C	3%	-4%	148%[activator]	32	-11%	-12%	?
Cn1c(NCCOc2ccccc2)nc2cc(-c3ccc(F)cc3)sc2c1=O	/	-3%	/	-3	34%[activator]	/	/
CCCCCCN1C[C@@H](n2cc(-c3ccc(F)cc3)nn2)[C@H](O)C[C@@H]1c1ccc(OC)cc1	/	-3%	/	-24	-18%	/	/
CN(C)c1nc(NCc2ccccc2)nc(Oc2ccc(=O)[nH]n2)n1	5%	-4%	-7%	-20	-10%	0%	16%
O=S(=O)(c1ccc(N2CCN(CCO)CC2)nc1)N1CCCCC1	8%	-15%	-10%	-31	3%	-2%	3%
CCOc1ccccc1NC(=S)NC(=O)C1CCCCC1	-7%	-3%	-29%	59	43%[activator]	5%	?
CCCCC(CCC(=O)O)(C(=O)OCC)c1csc(N)n1 (stereo unspecified)	-1%	?	-8%	38	-5%	-19%	4%
O=C(NCC1CCCO1)c1cc(-c2ccncc2)nc2ccc(S(=O)(=O)N3CCOCC3)cc12 (stereo unspecified)	6%	4%	-1%	-14	0%	0%	12%&16%
COc1cc(Cl)ccc1OCc1cc(C(=O)N2CC[C@@H]3CCCC[C@H]3C2)no1	-2%	-4%	0%	72	4%	-1%	3%
CC(C)(C)c1ccc(S(=O)(=O)NCC(=O)N2CCCC2)cc1	12%	1%	-3%	30	0%	-16%	-8%
CCOC(=O)CN(C(=O)Cn1nnc(-c2ccc(C)cc2)n1)C(CC)C(=O)NC1CCCC1 (stereo unspecified)	11%	-9%	97%[activator]	46	11%	11%	?
COc1ccccc1NC(=O)CSc1nnc(Cc2cccs2)n1C	/	-8%	5%	-5	28%	6%	2%
Cc1nc2nc[nH]n2c(=O)c1CCOC(=O)c1c(F)cccc1F	7%	7%	-25%	-16	9%	-5%	6%
CCc1cccc(NS(=O)(=O)c2ccc3c(c2)N(C)CCO3)c1	14%	-7%	-39%	-36	-2%	-8%	?
Cc1c(C(=O)OCC(=O)N(C)Cc2ccc(Cl)cc2)oc2ccccc12	/	4%	-7%	58	13%	5%	3%
OCc1ccccc1SSc1ccccc1CO	/	?	/	-98*	-5%	/	-10%
CCOCCCNS(=O)(=O)c1ccc(NC(=O)c2ccc([N+](=O)[O-])cc2Cl)cc1	0%	-9%	-40%	-34	-16%	-5%	?
O=C(CN1C(=O)C2CCCCN2c2ccc(C(=O)N3CCCC3)cc21)NCc1ccc(F)cc1 (stereo unspecified)	/	-7%	/	1	/	11%	/
O=C(NCCN1C(=O)S/C(=C\c2cccnc2)C1=O)C1=NN(c2ccccc2)C(=O)CC1	0%	-25%	-11%	-3	8%	-8%	-13%
O=C(NNC(=O)c1ccc([N+](=O)[O-])cc1C(=O)O)c1ccncc1	-1%	1%	-21%	26	44%[activator]	-10%	?

Other compounds.
SMILES	LmPK inh	Tb PYK inh	AmpC inh no detg	HCMV antiviral	AMA1 RON2 block	AmpC inh detg	HCV inhibitor
Cc1sc(N2C(=O)C3C4C=CC(C4)C3C2=O)c(C#N)c1C (stereo unspecified)	1%	-2%	-7%	32	11%	6%	11%
Nn1c(Cc2cccc3ccccc23)nnc1SCC(=O)NCC1CCCO1 (stereo unspecified)	/	-7%	-10%	-7	3%	?	28%
O=C(O)CCCn1cc(NC(=O)c2cccc(F)c2)cn1	3%	0%	-25%	69	-20%	2%	22%
Cc1ccccc1C(=O)N1CCC(C(=O)N(C)CC(=O)Nc2cccc(F)c2)CC1	2%	5%	56%	9	-9%	-13%	-1%
CN(C(=O)COC(=O)c1ccc(Cl)c(S(=O)(=O)NCc2ccccc2)c1)C1CCS(=O)(=O)C1 (stereo unspecified)	/	2%	/	-36	8%[11.6 µM]	/	-5%
CCCCCc1c(-c2cccc(Br)c2)ncn1CCc1ccccc1OC	/	-10%	/	?	-26%	/	/
O=C(CCC(=O)OCC(=O)c1ccccc1)Nc1cccc(Cl)c1	4%	5%	-11%	-15	7%	-12%	30%
CC(Cc1ccccc1)NC(=O)CCNNC(=O)c1ccncc1 (stereo unspecified)	/	1%	/	-1	19%	/	/
CCOC(=O)c1ccc(NCc2cccnc2)cc1	6%	-2%	-12%	4	10%	-5%	12%
CCOC(=O)C1C(=O)NC(c2ccccc2)=NC1c1ccc(O)c(OC)c1 (stereo unspecified)	5%	-5%	-37%	-15	5%	1%	12%
CCOc1ccccc1NC(=O)c1csc(C)c1C	-2%	-14%	-22%	-29	17%	?	?
O=C(c1cccc(Cl)c1)C1CCCN(S(=O)(=O)c2ccccc2)C1 (stereo unspecified)	-9%	4%	31%	-34	10%	5%	?
CCn1ncc(CN2CCC(n3nccc3NC(=O)c3ccccc3Cl)CC2)c1C	/	-2%	/	65	7%	/	/
CCOC(=O)C1=C(O)/C(=C\c2ccc(CNC(=O)C(=O)Nc3ccccc3)o2)N=C1C	2%	-12%	10%	-74*	-18%	11%	4%
COCCNC(=S)N1CCc2cc(OC)c(OC)cc2C1COc1ccc(C(C)C)cc1 (stereo unspecified)	-2%	-14%	150%[activator]	56	?	-11%	?

Some entries already given with just AMA1 RON2 block and AmpC inh no detg.
| Structure | AMA1 RON2 block | AmpC inh no detg |
| --- | --- | --- |
| Cc1sc(N2C(=O)C3C4C=CC(C4)C3C2=O)c(C#N)c1C (stereo unspecified) | 11% | -7% |
| Nn1c(Cc2cccc3ccccc23)nnc1SCC(=O)NCC1CCCO1 (stereo unspecified) | 3% | -10% |
| O=C(O)CCCn1cc(NC(=O)c2cccc(F)c2)cn1 | -20% | -25% |
| Cc1ccccc1C(=O)N1CCC(C(=O)N(C)CC(=O)Nc2cccc(F)c2)CC1 | -9% | 56% |
| CN(C(=O)COC(=O)c1ccc(Cl)c(S(=O)(=O)NCc2ccccc2)c1)C1CCS(=O)(=O)C1 (stereo unspecified) | 8%[11.6 µM] | / |
| CCCCCc1c(-c2cccc(Br)c2)ncn1CCc1ccccc1OC | -26% | / |
